Screening results deposited in PubChem BioAssay by National Center for Advancing Translational Sciences (NCATS).
FEN1 inhibitor = human FEN1 inhibition | P39748 | Recombinant FEN1 flap cleavage, fluorescence, 15 min | Potency, µM (highest dose often 114 µM), for the others: top-dose activity change, negative = inhibition, most hits filed as inhibitors | actives 0.35% (n = 390,000) | AID 588795; also: nearly all actives have a fitted effect of over 65% in size
Target sequence (P39748 whole entry, looked up): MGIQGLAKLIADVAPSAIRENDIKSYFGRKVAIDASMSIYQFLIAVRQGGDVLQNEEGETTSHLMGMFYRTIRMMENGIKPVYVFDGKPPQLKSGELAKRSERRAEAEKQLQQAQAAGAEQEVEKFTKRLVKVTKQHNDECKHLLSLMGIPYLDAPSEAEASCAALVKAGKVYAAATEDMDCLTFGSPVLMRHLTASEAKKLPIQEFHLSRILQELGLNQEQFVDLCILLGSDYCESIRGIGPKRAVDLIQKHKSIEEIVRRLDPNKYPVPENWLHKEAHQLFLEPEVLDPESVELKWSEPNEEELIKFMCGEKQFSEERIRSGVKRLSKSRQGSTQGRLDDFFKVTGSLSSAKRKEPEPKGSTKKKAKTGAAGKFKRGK
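Read-out was taken twice, immediately and after 15 min, following addition of 50 nM substrate to 10 nM FEN1 that had sat with test compound for 15 min at room temperature. Curves came from a four-parameter Hill model.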
N370S GC = N370S glucocerebrosidase modulation, Gaucher chaperone candidate. AID 2101. actives 0.092% (n = 330,000). N370S GC spleen homogenate, 4MU-glucoside fluorescence. Potency, µM (highest dose often 59.4 µM), for inactives: top-dose activity change, negative = inhibition, usual class: inhibitors;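 also: 0% = full enzyme activity and -100% = no enzyme basal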
TDP1 inh = blocks human tyrosyl-DNA phosphodiesterase 1. actives 0.28% (n = 350,000). Potency, µM (series often up to 130 µM), without a hit: top-dose activity change, negative = inhibition, usual class: inhibitors. recombinant TDP1, AlphaScreen DNA substrate cleavage. AID 485290; also: nearly all actives have a fitted effect of over 40% in size
Target sequence (Q9NUW8 whole entry, looked up): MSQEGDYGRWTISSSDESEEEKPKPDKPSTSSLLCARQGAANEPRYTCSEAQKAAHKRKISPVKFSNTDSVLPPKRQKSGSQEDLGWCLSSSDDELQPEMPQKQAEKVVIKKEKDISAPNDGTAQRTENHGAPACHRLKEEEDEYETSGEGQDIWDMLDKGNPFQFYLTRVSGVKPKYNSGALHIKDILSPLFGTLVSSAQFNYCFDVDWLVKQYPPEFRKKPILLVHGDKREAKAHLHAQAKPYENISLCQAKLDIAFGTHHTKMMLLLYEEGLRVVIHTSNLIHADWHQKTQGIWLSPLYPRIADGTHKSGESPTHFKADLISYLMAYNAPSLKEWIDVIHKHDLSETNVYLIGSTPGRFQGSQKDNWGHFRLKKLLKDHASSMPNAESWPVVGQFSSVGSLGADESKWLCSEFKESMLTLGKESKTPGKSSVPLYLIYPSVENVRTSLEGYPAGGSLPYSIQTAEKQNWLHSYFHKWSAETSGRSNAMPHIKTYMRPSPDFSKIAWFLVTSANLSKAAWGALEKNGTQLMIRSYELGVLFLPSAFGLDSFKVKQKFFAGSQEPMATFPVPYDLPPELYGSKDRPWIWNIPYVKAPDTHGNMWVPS
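Enzyme-compound mixtures sat 15 min at room temperature, followed by a 5 min reaction with 15 nM final substrate and 10 min with AlphaScreen beads. Recombinant human Tdp1 was used at 1 nM final.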
Starred values were filed as active, the others as inactive; ? = inconclusive; . = not tested or not shown; & = joins results of further samples; [ ] = dose if it differs, or a comment. Calls follow the shape of the dose curve; as a rule, active = well fitted curve in the direction sought with a large enough effect; inconclusive = small, poorly fitted or top-dose-only effect, or another doubt; inactive = no such curve, though single readings can be large; an effect the other way counts as inactive or inconclusive. Unless noted, % is scaled to controls: 0 for no effect and ±100 for the full control effect; potency is read from the fitted curve at half-maximal effect.

SMILES	FEN1 inhibitor	N370S GC	TDP1 inh
Cc1[nH]c(-c2ccc3c(c2)OCO3)nc1C(=O)O	-5%	13%	3%
O=C(CSc1nnc(-c2cccnc2)n1Cc1ccccc1)NCc1ccco1	-1%	-3%	-14%
COc1ccc(-c2nc(CN3CCCCC3c3cccnc3)c(C)o2)c(F)c1 (stereo not given)	1%	-8%	5%
COc1cc(C)c(NC(=O)COc2ccc3c(c2)CCC3)cc1OC	6%	.	0%
Cc1cc(C)cc(NC(=O)CN2CCN(c3ccccc3)CC2)c1	10%	-4%	.
Cc1ccccc1OCC(=O)Nc1ccccc1NC(=O)c1ccco1	6%	1%	-7%
CSc1ccc(CCNC(=O)C2CCCN(S(=O)(=O)N(C)c3ccc(F)cc3)C2)cc1 (stereo not given)	-13%	.	0%
CCOC(=O)/C(=N\Nc1ccccc1Cl)N1CCN(C)CC1	-1%	-6%	-1%
CC(C)(O)C#Cc1ccc(CN2CCCC(CNC(=O)c3ccco3)C2)cc1 (stereo not given)	-1%	-4%	0%
CCN(CC(=O)Nc1c(F)cccc1F)C(=O)CSc1nc(C)cc(C)n1	8%	-2%	3%
CC(=O)NC1(C(F)(F)F)NC(=O)N(CCc2ccccc2)C1=O (stereo not given)	6%	-3%	.
Fc1ccc(N2CCN(c3ncnc4c3nc3n4CCCCC3)CC2)cc1	16%	.	-1%
Cc1ccc(S(=O)(=O)OCCC2=CC(=O)CCN2Cc2ccccc2)cc1	4%	.	0%
CC1=CC=CC2=N/C(=N\S(=O)(=O)c3ccc(F)cc3F)c3ccccc3CN12	2%	3%	0%
N#Cc1cc(S(=O)(=O)N2CCOCC2)ccc1N1CCOCC1	16%	-18%	1%
COc1ccc(N=[N+]([O-])c2ccc(OC)cc2)cc1	1%	-12%	6%
CN(/N=C/c1cccnc1)c1cnc2ccccc2n1	-7%	-3%	-3%
CC1CCCCC1NC(=O)c1cc(S(=O)(=O)N2CCOCC2)ccc1Cl (stereo not given)	-3%	.	-3%
CCC(C)Sc1nc2c(c(=O)[nH]c(=O)n2C)n1CC(O)COc1ccccc1C (stereo not given)	-6%	-4%	8%
OC[C@H]1O[C@H](OCc2ccccc2)[C@H](O[C@@H]2OC[C@@H](O)[C@H](O)[C@H]2O)[C@@H](O)[C@@H]1O	-2%	1%	.
Cc1c(C(c2cccc(Br)c2)c2c(C)n(C)n(-c3ccccc3)c2=O)c(=O)n(-c2ccccc2)n1C	1%	-2%	2%
CC1(C)O[C@@H]2C[C@H]3[C@@H]4CCC5=CC(=O)CC[C@]5(C)[C@@]4(F)[C@@H](O)C[C@]3(C)[C@]2(C(=O)CCl)O1	-3%	-5%	.
O=c1[nH]c(=O)n(C2CC(O)C(CO)O2)cc1F (stereo not given)	.	5%	10%[56.1 µM]
O=C(NCc1ccccc1F)c1ccc(CN2CC(=O)N3CCCCC3C2=O)cc1 (stereo not given)	3%	.	0%
CSc1ccccc1NC(=S)Nc1cc(C)cc(C)c1	-1%	7%	5%

(listing goes on)
SMILES	FEN1 inhibitor	N370S GC	TDP1 inh
COc1ccccc1N(C)S(=O)(=O)c1ccc(C(=O)N2CCCc3ccccc32)cc1	-5%	-1%	.
Cc1ccccc1C(=O)N/N=C/c1cccc2ccccc12	-2%	-4%	.
COc1cc(CNn2cnnc2)ccc1OCC(=O)NC1CCCCC1	-2%	-2%	2%
CN(CC(=O)NCCc1ccc(S(N)(=O)=O)cc1)CC(=O)Nc1ccc(Cl)cc1	1%	.	0%
N#C/C(=C(/O)CSc1ccccn1)c1nc2ccccc2s1	15%	27%	9%
O=C(/C=C/c1ccc(F)cc1)N1CCCc2ccccc21	-5%	19%	5%
Cc1ccc(-c2c(C3C4C=CCCC4(C)C(=O)N3Cc3ccccc3)ccc3ccccc23)cc1 (stereo not given)	-14%	1%	4%
CN(CC(=O)Nc1cccc(Cl)c1)S(=O)(=O)c1ccc2[nH]c3c(c2c1)CCCC3	-13%	.	7%
Cn1c(CSCc2ccc(F)cc2)n[nH]c1=S	-2%	-2%	.
COc1ccc(C2CC(O)(c3ccccc3)Oc3cc(OC)ccc32)cc1 (stereo not given)	?	2%&18%	14%&4%
COc1ccc(C(=O)OCC(=O)Nc2c(C)cccc2C)cc1	-1%	-1%	.
COc1ccc(C(=O)Oc2c(OC)cc(C(=S)N3CCOCC3)cc2OC)cc1	18%	-6%	.
O=C(NCC(c1cccnc1)N1CCOCC1)C1CCCCC1 (stereo not given)	0%	-19%	0%
Cc1nc(-c2cccc(NS(=O)(=O)c3cccc4ccccc34)c2)cs1	-9%	19%	-2%
O=C(CSCc1ccc(Br)cc1)Nc1ccc(S(=O)(=O)N2CCOCC2)cc1	-2%	-9%	9%
COc1ccc(C(=O)c2cn(Cc3ccccc3OC)c3cc4c(cc3c2=O)OCO4)cc1	-5%	.	3%
CC1(C)Cc2c(sc3c2C2=NCCN2C=N3)CO1	-2%	-3%	1%
CCOc1ccc(CNC(=O)CCS(=O)(=O)c2ccc3c(c2)oc(=O)n3C)cc1	2%&-2%	-12%	0%&5%
CCOc1ccc(NC(=O)c2ccc(NS(=O)(=O)c3cccs3)cc2)cc1	3%	18%	14%
Cc1ccc2nc(-c3c[nH]c4ccccc34)c(Nc3ccccc3)n2c1	-14%	.	5%
COCCCn1c(=O)c2sccc2n(Cc2cc(C(=O)OC)ccc2OC)c1=O	-8%	-2%	5%
COc1ccc(Cl)cc1NC(=O)Nc1ccccc1SC	-2%	3%	3%
O=C(c1ccc2c(c1)N(Cc1ccccc1F)C(=O)c1ccccc1S2(=O)=O)N1CCCC1	-3%&-2%	0%	4%&-2%
FC(F)(F)c1ccccc1-c1cc(N2CCNCC2)ncn1	.	18%	-6%[56.1 µM]
N#C/C(=C\c1ccc2c(c1)OCCO2)C(=O)Nc1ccc(C(=O)O)cc1	-6%	-6%	.

(continued)
SMILES	FEN1 inhibitor	N370S GC	TDP1 inh
Cc1ccc(NC(=O)COC(=O)CNC(=O)c2cccc([N+](=O)[O-])c2)cc1S(=O)(=O)N1CCCCCC1	1%	6%	6%
CN(CC1COc2ccccc2O1)C(=O)c1cccc(S(=O)(=O)N2CCCC2)c1 (stereo not given)	1%	.	2%
O=C(Nc1ccc2c(c1)OCCO2)c1ccccc1	0%	-14%	.
O=C(Nc1ccc2c(c1)OCCO2)N1CCN(Cc2ccccc2)CC1	5%	0%	0%
CC1(C(=O)NCCCNc2ncc(C(F)(F)F)cc2Cl)C=CCN1C(=O)c1ccccc1 (stereo not given)	2%	-11%	3%
Cc1ccc(Cn2ccc(=O)c(OCc3c(Cl)cccc3Cl)c2C)cc1	-21%	-21%	1%
COc1ccc(S(=O)(=O)N2CCN(C(=O)CCSc3ccccc3)CC2)cc1	-18%	.	2%
CCOCc1cn(CC(=O)c2ccc([N+](=O)[O-])cc2)c(C)nc1=N	7%	0%	4%
O=C(COC(=O)c1ccc(C(F)(F)F)cc1)Nc1cccc(S(=O)(=O)NC2=NCCCCC2)c1	-11%	.	0%
CC(=O)c1ccc(NC(=O)CSc2nnc3ccc(-c4ccc(F)cc4)nn23)cc1	22%	.	3%
COc1ccc(N2CCN(C(=O)CN3C(=O)NC(c4ccc(OC)cc4)(c4ccc(OC)cc4)C3=O)CC2)cc1	-14%	0%	4%
Cc1nc(Nc2ccc(C(=O)O)cc2)sc1-c1ccccc1	2%	5%	-7%
Cn1cc(CN2CCC(C(O)c3cccs3)CC2)c(-c2ccccc2F)n1 (stereo not given)	-2%	-3%	1%
Cc1c(NC(=O)C(C)SC(=S)N2CCCC2)c(=O)n(-c2ccccc2)n1C (stereo not given)	1%	.	1%
CCOc1cccc(CNc2nnnn2C)c1	7%	-2%	.
Fc1ccc(NC(=S)N2CCCCC2)cc1	-4%	9%	7%
CCCN(c1ccccc1F)S(=O)(=O)c1c[nH]c(C(=O)OC)c1	-8%	-26%	3%
O=C1CC2(CCN(C(=O)c3c(F)cccc3Cl)CC2)Oc2ccccc21	3%	3%	0%
COc1ccc(Br)cc1CN(C)C(C)C(=O)Nc1cc([N+](=O)[O-])ccc1OC (stereo not given)	1%	9%	3%
Cc1cc(N2CCCC2)ccc1NC(=O)COc1cccc(C(F)(F)F)c1	13%	-3%	4%
CCOc1ccc(OCCC(=O)OCC(=O)Nc2ccc(C)c(S(=O)(=O)N3CCCCC3)c2)cc1	10%	-12%	-11%[0.505 µM]
CCC(C(=O)Nc1cc(OC)ccc1OC)n1c(C)c2cnn(-c3ccccc3)c(=O)c2c1C (stereo not given)	-6%	.	8%
CCN(CC)c1ccc(C=C2C(=O)OC3(CCCCC3)OC2=O)cc1	?	3%	5%
CCCc1sc(N/N=C/c2ccccn2)nc1-c1ccc(F)cc1	-21%	4%	4%[56.1 µM]
CCN(CC)C(=O)CSc1nc2sc(C)c(C)c2c(=O)[nH]1	14%	3%	0%

Individual results from above.
In TDP1 inh, O=C(NCc1ccccc1F)c1ccc(CN2CC(=O)N3CCCCC3C2=O)cc1 (stereo not given) reads 0%
In FEN1 inhibitor, COc1ccc(N2CCN(C(=O)CN3C(=O)NC(c4ccc(OC)cc4)(c4ccc(OC)cc4)C3=O)CC2)cc1 reads -14%
In N370S GC, Cn1c(CSCc2ccc(F)cc2)n[nH]c1=S reads -2%

A section from the list above, for reference:
SMILES	FEN1 inhibitor	N370S GC	TDP1 inh
Cc1ccc(NC(=O)COC(=O)CNC(=O)c2cccc([N+](=O)[O-])c2)cc1S(=O)(=O)N1CCCCCC1	1%	6%	6%
CN(CC1COc2ccccc2O1)C(=O)c1cccc(S(=O)(=O)N2CCCC2)c1 (stereo not given)	1%	.	2%
O=C(Nc1ccc2c(c1)OCCO2)c1ccccc1	0%	-14%	.
O=C(Nc1ccc2c(c1)OCCO2)N1CCN(Cc2ccccc2)CC1	5%	0%	0%
CC1(C(=O)NCCCNc2ncc(C(F)(F)F)cc2Cl)C=CCN1C(=O)c1ccccc1 (stereo not given)	2%	-11%	3%
Cc1ccc(Cn2ccc(=O)c(OCc3c(Cl)cccc3Cl)c2C)cc1	-21%	-21%	1%
COc1ccc(S(=O)(=O)N2CCN(C(=O)CCSc3ccccc3)CC2)cc1	-18%	.	2%

Further entries
SMILES	FEN1 inhibitor	N370S GC	TDP1 inh
COC1CCN(C(=O)c2ccc(OC3CCN(CCc4ccccc4)CC3)cc2)CC1	-11%	-5%	-1%
CCc1cc(=O)oc2cc(C)c(CN3CCCCC3)c(O)c12	50µM*	-10%	.
CC(C)N1CCN(Cc2ccc(Sc3nncn3C)o2)CC1CCO (stereo not given)	15%	-1%	0%
CCN(CC)S(=O)(=O)c1ccc(N2CCOCC2)c(NC(=O)c2cc(C)cc(C)c2)c1	-8%	?	6%
CN(C(=O)c1ccc(=O)[nH]c1)C1(C(=O)NC2CCCCC2)CCCCC1	-15%	11%	3%
CCN(CC)c1ccc(C2C(C(N)=O)=C(C)Nc3nc(SCc4ccccc4)nn32)cc1 (stereo not given)	-1%	.	-3%
O=C(CNC(=O)c1ccc(N2C(=O)c3ccccc3C2=O)cc1)OCC(=O)c1cccc2ccccc12	-2%	-1%	5%
O=C1C(Cc2ccc(F)cc2)SC(=Nc2ccccc2)N1c1ccccc1 (stereo not given)	8%	-13%	3%
C=CCn1c(SCC#N)nc2cc(Cl)ccc2c1=O	-18%	.	0%
O=C(O)c1ccc(-c2nc3scc(-c4ccccc4)c3c(=O)[nH]2)cc1	14%	-2%	3%
COc1ccc(NC(=O)c2ccc(-n3nc(C)cc3C)cc2)cc1OC	-1%	0%	4%
CC(=O)O[C@@H]1[C@H]2[C@@H](C[C@@H](C)[C@@H]3CCC(=O)[C@@]13C)OC(=O)[C@@H]2C	-12%	-4%	0%
COCCc1nn2c(=O)cc(COC(=O)c3ccccc3C)nc2s1	-5%	.	6%
Cc1cccc(N2CCN(C(=O)C3CCN(c4ncnc5c4nc4n5CCCCC4)CC3)CC2C)c1 (stereo not given)	5%&-1%	4%	7%&6%
Cc1cccc(NC(=S)NC(=O)c2ccc(Br)o2)c1C	12%	11%	-3%
CN(Cc1ccccc1)C(=O)COC(=O)c1ccc2c(c1)OCO2	-9%	-21%	1%
